M1 ag parental: M1 agonist counterscreen hit in parental CHO-K1 cells; activation, % at 3 µM; 360,000 tested, 0.48% active; Fluo-8 calcium fluorescence; scaled to maximal ATP response, vehicle zero; in the data active = activation above about 15%;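 also: untransfected CHO-K1 host cells lacking M1 receptor as counterscreen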
M1 PAM parental: M1 PAM counterscreen hit in parental CHO-K1 cells | ATP EC20, Fluo-8 calcium fluorescence; 0% at ATP EC20, 100% at ATP max | activation, % at 3 µM | 360,000 tested, 0.02% active | AID 602247;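 active = activation above the run cutoff, the mean activation of all test compounds plus 3 SD, cut at about 40% in these data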;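 also: peak over basal fluorescence ratio in a 140 s read after ATP addition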
CHO parental Ca: counter-screen for OX1R antagonists: effect in parental CHO cells. parental CHO-K1, ATP-induced calcium, Fluo-8 fluorescence. inhibition, % at 5.6 µM. 330,000 tested, 0.63% active;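 active = inhibition above that plate's mean sample inhibition plus 3 SD, cut at about 26% in these data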;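 also: 0% = ATP-challenged DMSO wells and 100% = DMSO wells without ATP; some compounds past the cut are filed as inactive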
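Assay system: untransfected parental CHO cell line. Also added: ATP agonist challenge. Dosing: one dose, 5.6 µM nominal. Measured by: Fluo-8 fluorescence. Read-out: % inhibition. Benchmarks: ATP wells versus no-ATP DMSO wells. Repeats: no replicates.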
GPR7 antag: antagonists of human GPR7 (neuropeptides B/W receptor 1); inhibition, % at 4.4 µM; 290,000 tested, 1.1% active; P48145; GPR7-expressing cells, fluorescence antagonist assay; in the data active = inhibition above about 16%, passing the limit was not always enough;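 also: cells stimulated with the agonist NPW; 0% = agonist with vehicle and 100% = vehicle without agonist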
OXTR agonist: agonists of human oxytocin receptor | AID 2435 | P30559 | CHO-OTR cells, Fluo-8 calcium fluorescence; normalized: DMSO 0%, oxytocin 100% | 320,000 tested, 0.32% active | activation, % at 3 µM;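 active = activation above the mean of all tested compounds plus 3 SD, cutoff set per screening run, cut at about 20% in these data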;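 also: peak over basal fluorescence ratio from a 100 s FLIPR kinetic read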
Target sequence (P30559 whole entry, looked up): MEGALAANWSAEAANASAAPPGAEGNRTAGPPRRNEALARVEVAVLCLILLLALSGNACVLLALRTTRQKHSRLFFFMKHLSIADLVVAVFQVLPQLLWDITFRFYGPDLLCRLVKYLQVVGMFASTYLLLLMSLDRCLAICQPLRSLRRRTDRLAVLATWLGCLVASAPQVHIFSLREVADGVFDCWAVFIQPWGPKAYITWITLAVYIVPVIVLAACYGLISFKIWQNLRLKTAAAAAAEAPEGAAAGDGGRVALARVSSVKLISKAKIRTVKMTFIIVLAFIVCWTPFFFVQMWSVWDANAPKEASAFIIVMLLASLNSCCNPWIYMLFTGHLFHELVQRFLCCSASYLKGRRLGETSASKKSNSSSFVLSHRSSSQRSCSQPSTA
CHO-K1 Ca antag: counter-screen for M1 antagonists: effect in parental CHO-K1 cells; 360,000 tested, 0.6% active; inhibition, % at 3 µM; ATP-induced calcium, Fluo-8 fluorescence;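 active = inhibition above a per-plate cutoff, the plate's mean sample inhibition plus 3 SD, cut at about 24% in these data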;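 also: 0% = DMSO plus EC80 ATP and 100% = DMSO alone without ATP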
V1R ag counter: activates human V1a receptor in oxytocin agonist counter-screen. P37288. CHO-V1R cells, Fluo-8 calcium fluorescence, agonist mode; 0% DMSO, 100% 3 nM vasopressin. activation, % at 3 µM. 320,000 tested, 0.25% active. AID 2797;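 active = activation above the mean activation of all tested compounds plus 3 SD, per screening run, cut at about 20% in these data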;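 also: signal is peak over basal fluorescence ratio across a 100 second FLIPR read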
Target sequence (P37288 whole entry, looked up): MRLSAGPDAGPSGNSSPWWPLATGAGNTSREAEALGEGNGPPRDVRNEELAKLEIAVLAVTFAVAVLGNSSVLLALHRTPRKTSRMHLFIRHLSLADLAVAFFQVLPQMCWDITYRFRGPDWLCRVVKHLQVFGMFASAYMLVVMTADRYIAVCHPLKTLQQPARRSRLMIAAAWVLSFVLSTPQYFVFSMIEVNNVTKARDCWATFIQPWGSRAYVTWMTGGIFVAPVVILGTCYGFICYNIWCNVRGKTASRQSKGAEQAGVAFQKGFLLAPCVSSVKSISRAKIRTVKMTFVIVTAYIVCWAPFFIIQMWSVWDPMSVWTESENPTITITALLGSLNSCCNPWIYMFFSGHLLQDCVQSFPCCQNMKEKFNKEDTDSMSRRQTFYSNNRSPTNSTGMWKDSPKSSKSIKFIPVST
OXTR potentiator: potentiators of human oxytocin receptor; P30559; CHO-OTR cells, Fluo-8 calcium fluorescence, potentiator mode; 0% = oxytocin EC15, 100% = EC100; activation, % at 3 µM; 320,000 tested, 0.061% active; AID 2445;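 active = activation above that plate's cutoff, the mean activation of tested compounds plus 3 SD, cut at about 6.6% in these data, passing the limit was not always enough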;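 also: 100% uses oxytocin at 75 nM as the full agonist control; some results filed as inactive read as strong as hits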
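assay system = CHO-OTR cells, human receptor | schedule = compound 6 min at room temperature before oxytocin, 100 s read | detection = Fluo-8 intracellular calcium fluorescence, ex 470-495, em 515-575 nm | evaluation = normalized max/min fluorescence ratio, % activation | control set = EC15 oxytocin alone as 0%, 75 nM oxytocin (EC100) as 100%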
TAAR1 antag: antagonists of human TAAR1; Q96RJ0; CHO RD-HGA16 TAAR1, Fluo-8 calcium fluorescence, antagonist; inhibition, % at 3 µM; 360,000 tested, 1.5% active;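 active = inhibition above a per-plate cutoff, the mean inhibition of test compounds on that plate plus 3 SD, cut at about 49% in these data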;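 also: 0% = DMSO plus EC80 beta-PEA response and 100% = DMSO alone without agonist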
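Test system: CHO RD-HGA16 cells bearing hTAAR1 | Reagent: β-PEA, EC80 | Compound dosing: 3 µM, single point | Schedule: Dye loading 75 min at 37 °C, then 30 min room temperature | Signal: Calcium fluorescence with Fluo-8 | Evaluation: Percent inhibition of PEA-evoked calcium signal, max/basal emission ratio | Control set: DMSO-only wells and EC80 β-PEA-stimulated wells | Repeats: Singlicate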
An asterisk follows results filed as active; . = not tested or not shown. Not a hit list, and some 3.5% of all compounds hit somewhere here.

Start of the data: the first 5 entries, ahead of the listing:
cpd	Structure	M1 ag parental	M1 PAM parental	CHO parental Ca	GPR7 antag	OXTR agonist	CHO-K1 Ca antag	V1R ag counter	OXTR potentiator	TAAR1 antag
1	CSc1ccccc1C(=O)N1CCN(c2cccc(Cl)c2)CC1	2.6	-10.6	-8.9	6.8	0.5	-1.3	1.6	-11.4	-16.0
2	CCOc1ncccc1C(=O)Nc1ccccc1F	-0.2	3.2	-7.7	-17.4	-0.7	-5.2	-1.1	-0.8	-24.3
3	Cc1ccccc1OCCSc1nnc(-c2ccncc2)n1C	0.9	18.5	-5.6	3.7	-1.2	-10.4	-0.5	-2.0	-4.8
4	O=C(N/N=C/c1cccc(NC(=O)c2ccc(Cl)cc2)c1)c1ccc(O)cc1	0.1	4.0	-17.2	-8.5	-0.5	-1.2	-0.3	-4.7	13.2
5	COc1ccc(CNCc2ccc3ccccc3c2)c(OC)c1	2.2	5.3	-6.7	10.1	13.4	10.4	9.5	-13.0	6.9

Main list, previewed entries included:
cpd	Structure	M1 ag parental	M1 PAM parental	CHO parental Ca	GPR7 antag	OXTR agonist	CHO-K1 Ca antag	V1R ag counter	OXTR potentiator	TAAR1 antag
1	CSc1ccccc1C(=O)N1CCN(c2cccc(Cl)c2)CC1	2.6	-10.6	-8.9	6.8	0.5	-1.3	1.6	-11.4	-16.0
2	CCOc1ncccc1C(=O)Nc1ccccc1F	-0.2	3.2	-7.7	-17.4	-0.7	-5.2	-1.1	-0.8	-24.3
3	Cc1ccccc1OCCSc1nnc(-c2ccncc2)n1C	0.9	18.5	-5.6	3.7	-1.2	-10.4	-0.5	-2.0	-4.8
4	O=C(N/N=C/c1cccc(NC(=O)c2ccc(Cl)cc2)c1)c1ccc(O)cc1	0.1	4.0	-17.2	-8.5	-0.5	-1.2	-0.3	-4.7	13.2
5	COc1ccc(CNCc2ccc3ccccc3c2)c(OC)c1	2.2	5.3	-6.7	10.1	13.4	10.4	9.5	-13.0	6.9
6	Clc1ccc(-c2ccc(C=Nc3ccc(N4CCOCC4)cc3)o2)cc1	0.8	4.3	-10.5	-9.0	1.4	0.4	-0.8	-4.0	-1.9
7	O=C(Nc1cccc(-c2nc3ccccc3[nH]2)c1)c1ccc(C(=O)Nc2cccc(-c3nc4ccccc4[nH]3)c2)cc1	0.4	4.0	2.7	-9.7	-0.2	13.0	0.1	-7.6	-24.7
8	CC(C)(C)OC(=O)C[C@H]1C/C=C\C[C@@H](CC(=O)NCCO)C(=O)N[C@H](C(C)(C)C)COC1=O	0.7	-3.3	-7.2	.	0.4	-7.9	1.2	9.1	-4.7
9	O=C(COC(=O)C12CC3CC(CC(C3)C1)C2)Nc1ccccc1F	0.0	9.6	-13.4	-13.1	-2.8	-6.7	-0.4	0.0	6.4
10	CC(=O)OCC1OC(n2cc(F)c(=O)[nH]c2=O)C(OC(C)=O)C1OC(C)=O (stereo unspecified)	1.9	21.9	-9.4	.	0.2	-10.6	1.1	-0.3	-27.9
11	CC(C)(C)OC(=O)N1CCN(CCNC(=O)c2ccccc2)CC1	1.7	11.1	-8.7	-6.7	0.7	-12.8	1.6	-10.9	-2.3
12	CCOc1ncccc1C(=O)N(CC)CC(=O)NCc1ccc(F)cc1	2.8	21.1	-7.8	-3.6	2.5	-9.1	0.4	-5.6	-10.4
13	CNC(=O)CSc1nnc(COc2ccc([N+](=O)[O-])cc2)n1C	-0.3	8.6	-1.3	-4.8	2.1	5.4	0.8	3.3	-0.6
14	COc1cccc(OC(=O)c2ccccc2)c1OC(=O)c1ccccc1	-0.2	-20.3	.	.	.	-6.7	.	.	-29.1
15	NC(=O)c1ncn([C@@H]2O[C@H](CNCc3cnc(N4CCOCC4)s3)[C@@H](O)[C@H]2O)n1	0.0	-10.3	.	.	.	13.0	.	.	-8.3
16	O=C(COC(=O)c1ccco1)c1ccc(S(=O)(=O)N2CCCCC2)cc1	1.2	-8.8	-6.6	-5.6	0.0	-6.9	0.6	-10.1	-12.7
17	OC[C@@H]1CN(Cc2ccccc2)C[C@H](n2cnc3c(NCc4ccncc4)ncnc32)O1	0.3	-2.7	.	.	.	0.6	.	.	-6.4
18	Cc1ccc(Nc2cc(C)c3ccc(O)cc3n2)cc1C	-0.1	-14.2	-6.2	-1.7	4.0	6.7	2.5	-3.6	-38.6
19	Cc1nnc(SCC(=O)NC2CCCCC2)n1N	0.2	-11.2	-9.5	.	1.1	4.4	0.0	-5.5	-1.8
20	O=c1c2ccc(Cl)cc2[nH]c(=S)n1CCC1=CCCCC1	-0.2	8.4	-4.4	-5.1	-1.7	-4.2	0.4	2.6	-9.7
21	CN(C)c1cccc(N(C)C)c1CNC(=O)NC(=O)c1c(F)cccc1F	2.7	13.6	-7.5	-10.2	-0.7	0.8	0.8	-13.9	-37.0
22	O=C(NNS(=O)(=O)c1ccccc1[N+](=O)[O-])c1ccncc1	0.8	11.9	-4.5	-6.1	0.4	-3.9	-0.3	-0.8	5.6
23	CC1CCN(S(=O)(=O)c2cccc(C(=O)NC3CCS(=O)(=O)C3)c2)CC1 (stereo unspecified)	-0.1	3.1	.	.	.	1.3	.	.	-24.9
24	CCCCC(c1nnnn1CS(=O)(=O)c1ccc(C)cc1)N1CCN(C)CC1 (stereo unspecified)	0.7	17.9	-14.5	-2.2	2.6	-18.4	0.5	-7.1	11.3
25	O=C(NCCn1cccn1)c1ccc(OC2CCN(CCc3ccccc3)CC2)cc1	0.5	10.3	-0.9	6.3	1.2	-18.0	-0.4	-0.6	-11.7
26	COc1cccc(N2C(=O)c3ccncc3C2=O)c1	0.1	-4.3	-1.2	-0.2	0.2	4.0	0.9	-4.1	-2.2
27	COc1ccc(C2CC(c3ccccc3O)=NN2c2ccccc2)cc1 (stereo unspecified)	0.1	15.3	-25.5	.	-0.4	-8.1	-1.5	-4.0	-17.7
28	O=C(c1ccc(F)cc1)N1CCC(C(=O)N2CCN(S(=O)(=O)c3cccc(F)c3)CC2)CC1	0.7	16.2	5.5	.	0.7	-8.9	1.2	7.0	2.9
29	Cc1ccc(C(=O)CNc2ccc(Cl)cc2)cc1	0.8	19.9	-6.8	-18.2	0.4	-14.4	0.8	0.6	-9.7
30	COc1cccc(NC(=O)CC2C(=O)NCCN2C(=S)Nc2ccc(F)cc2)c1 (stereo unspecified)	0.6	-1.6	2.5	1.0	-0.1	-12.7	0.0	-4.8	-3.1
31	O=c1cnnc(Nc2ccc(Nc3ccccc3)cc2)[nH]1	-0.4	-12.1	-5.5	-12.3	0.7	8.6	8.3	-6.0	-6.0
32	COc1cc(-c2cc(C(=O)Nc3c(Cl)cc(Cl)cc3Cl)c3ccccc3n2)cc(OC)c1OC	2.2	17.6	-14.9	-15.0	-0.8	-3.0	0.4	-6.8	43.1
33	Cc1ccc(CSc2nnc(CCCCCNC(=O)OC(C)(C)C)o2)cc1	7.0	12.6	-18.3	-1.2	0.5	-4.8	5.4	-18.8	9.7
34	CCOC(=O)COc1ccccc1/C=C1/NC(=O)NC1=O	9.0	20.0	-10.6	-4.7	-0.8	3.2	-0.8	-5.4	-1.0
35	O=C(Nc1ccccc1Cl)Oc1ccc(Cl)cc1Cl	2.0	9.4	-10.2	-4.9	-2.0	-9.8	-1.1	-6.0	-13.2
36	COc1ccc(N2CCN(CCC(=O)c3ccc4ccccc4c3)CC2)cc1	3.6	14.3	-28.7	-8.8	7.6	-26.2	7.1	-17.8	-6.4
37	Cc1ccc(S(=O)(=O)N2CCCC(C)C2)cc1 (stereo unspecified)	0.1	-18.3	-10.7	-11.7	-1.4	16.0	0.9	1.0	-1.5
38	COC(=O)[C@H](CCSC)NC(=O)NC1CCN(Cc2ccccc2)CC1	0.3	13.9	-14.0	6.2	-0.3	-0.5	0.4	-10.0	-3.4
39	N#CCSc1ccccc1NC(=O)CN1C(=O)NC(CCc2ccccc2)C1=O (stereo unspecified)	0.8	0.5	.	.	.	4.4	.	.	-6.5
40	CCOC(=O)c1ccccc1NC(=O)CN(c1ccccc1OCC)S(C)(=O)=O	-0.5	5.0	-25.6	-11.3	-0.1	0.5	-1.6	-0.7	-8.9
41	O=C(/C=C/c1ccco1)NC(=S)Nc1cccc(-c2nc3ccccc3s2)c1	1.2	29.4	-1.1	4.1	-0.1	-13.2	0.5	-1.2	0.0
42	Cc1nc(SCC(=O)O)c(C#N)c(-c2ccco2)c1C(=O)N(C)C	0.2	-20.1	-0.4	-11.4	0.1	6.6	-0.1	-1.9	-24.9
43	CCCCSc1nnc(-c2ccccc2NC(C)=O)c(=O)[nH]1	0.5	9.1	-1.7	1.1	0.7	-13.8	0.7	0.5	5.8
44	Cc1cc2cc(C#N)c(NCCNC(=S)NCCCN3CCOCC3)nc2cc1C	-1.1	2.9	-17.3	-3.2	-1.1	-3.3	-1.3	-3.3	4.8
45	COCCCNC(=O)c1ccc2c(=O)n(Cc3ccccc3OC)c(=S)[nH]c2c1	4.0	-20.9	-15.3	9.6	4.5	-13.7	7.9	-12.8	6.6
46	NC(=O)c1ccccc1NC(=O)Nc1ccc(F)c(Cl)c1	4.7	27.7	-7.1	7.9	2.1	-14.0	-0.5	-5.7	18.5
47	C=CCc1cc(OC)ccc1OCCCCn1cncn1	0.6	2.1	-7.7	-11.1	0.6	-5.5	0.8	1.3	1.7

Reformatted screen by screen: 2 of the compounds above.
46. NC(=O)c1ccccc1NC(=O)Nc1ccc(F)c(Cl)c1
47. C=CCc1cc(OC)ccc1OCCCCn1cncn1

| screen / no. | 46 | 47 |
| --- | --- | --- |
| M1 ag parental | 4.7 | 0.6 |
| M1 PAM parental | 27.7 | 2.1 |
| CHO parental Ca | -7.1 | -7.7 |
| GPR7 antag | 7.9 | -11.1 |
| OXTR agonist | 2.1 | 0.6 |
| CHO-K1 Ca antag | -14.0 | -5.5 |
| V1R ag counter | -0.5 | 0.8 |
| OXTR potentiator | -5.7 | 1.3 |
| TAAR1 antag | 18.5 | 1.7 |

High-throughput results (PubChem)
